Bioassay records from PubChem BioAssay.
MBNL1-CUG inh: qHTS Assay for Inhibitors of MBNL1-poly(CUG) RNA binding; Muscleblind-like protein 1 (Homo sapiens), Q9NR56; TR-FRET MBNL1-His/biotin-(CUG)12 binding, 665/545 ratio; Potency, µM (series often up to 57.5 µM), inactives show top-dose activity change, negative = inhibition, most hits filed as inhibitors; 0.036% of 280,000 active; AID 2675, 2010; active = well fitted inhibition curve with a large enough effect in the signal ratio, with a control signal flat, not every such curve was filed as active; inconclusive = small, poorly fitted or top-dose-only effect, or effect the other way, or a change in a side signal; inactive = no such curve, though single readings can be large or run the other way; the % refers to the signal ratio; note: potency is the fitted concentration of half-maximal effect; % is set by controls: 0 for no effect and ±100 for the full control effect
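Ratiometric TR-FRET (665 over 545 nm, excitation 340 nm) tracks disruption of MBNL1-His/biotin-(CUG)12 complex after 60 min at room temperature, with compounds at 92 nM to 58 uM final.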
CXXC DNA block: qHTS Fluorescence Polarization Assay for Inhibitors of MLL CXXC domain - DNA interaction; MLL-CXXC / FITC-HOXA9 DNA fluorescence polarization; 0.037% of 290,000 active; Histone-lysine N-methyltransferase 2A (Homo sapiens), Q03164; Potency, µM (doses to about 115 µM), for inactives: at the highest dose activity change, negative = inhibition, usual class: inhibitors; active = well fitted inhibition curve with a large enough effect in the polarisation, with a control signal flat, not every such curve was filed as active; inconclusive = small, poorly fitted or top-dose-only effect, or effect the other way, or a change in a side signal; inactive = no such curve, though single readings can be large or run the other way; the % refers to the polarisation; note: potency is the fitted concentration of half-maximal effect
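Fluorescence polarization: 7 uM MLL-CXXC (stock) preincubated 5 min with compounds, then 50 nM fluorescein-HOX-A9 DNA (stock) added; 30 min ambient. Buffer 50 mM Tris-HCl pH 7.5, 50 mM NaCl, 1 mM DTT, 0.05% BSA.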
Mito fusion act: qHTS Assay for Small Molecule Inhibitors of Mitochondrial Division or Activators of Mitochondrial Fusion; S. cerevisiae fusion-defective mutant growth rescue, CellTiterGlo 48 h; 0.23% of 320,000 active; AID 485298, 2010; Potency, µM (top dose mostly 46.1 µM), for the others: top-dose growth rescue (activation), usual class: activators;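 note: potency is the fitted concentration of half-maximal effect; % of control where 0% means no effect; nearly all actives have a fitted effect of over 45% in size; temperature-sensitive fusion mutants such as fzo1-1 at 37 °C on non-fermentable ethanol glycerol medium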
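Yeast fusion mutant, YPEG (non-fermentable carbon), compound, 48 h at 37C non-permissive; CellTiterGlo added, 10 min RT, luminescence read. Rescued growth = division inhibition.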
TSG101-PTAP inh: qHTS Assay for Iinhibitors of HIV-1 Budding by Blocking the Interaction of PTAP/TSG101; Tumor susceptibility gene 101 protein (Homo sapiens), Q99816; Fluorescence polarization, FITC-PTAP peptide / Tsg101 binding; Potency, µM (titrated, usually from 115 µM), inactives show at the highest dose activity change, negative = inhibition, hits mostly inhibitors; 340,000 tested, under 10 active; AID 493005, 2010; active = well fitted inhibition curve with a large enough effect in the main read-out, with a control signal flat, not every such curve was filed as active; inconclusive = small, poorly fitted or top-dose-only effect, or effect the other way, or a change in a side signal; inactive = no such curve, though single readings can be large or run the other way; note: potency is the fitted concentration of half-maximal effect; % of control where 0% means no effect
Target sequence (Q99816 whole entry, looked up): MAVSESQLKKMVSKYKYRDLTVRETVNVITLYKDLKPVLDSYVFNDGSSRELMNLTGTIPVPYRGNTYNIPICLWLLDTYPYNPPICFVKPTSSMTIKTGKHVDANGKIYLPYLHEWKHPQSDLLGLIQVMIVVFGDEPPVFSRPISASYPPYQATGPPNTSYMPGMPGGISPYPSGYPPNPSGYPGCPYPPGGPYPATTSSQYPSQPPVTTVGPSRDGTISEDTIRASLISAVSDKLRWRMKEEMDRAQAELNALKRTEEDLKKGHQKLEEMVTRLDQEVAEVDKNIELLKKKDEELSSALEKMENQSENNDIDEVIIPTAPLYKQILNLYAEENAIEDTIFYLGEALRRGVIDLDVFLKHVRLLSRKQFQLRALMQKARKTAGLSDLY
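Tsg101 binding domain (10 uM final) was mixed with compound and a FITC-labeled PTAP peptide (50 nM final) in HEPES pH 7.5 buffer with NaCl, Tween 20, EDTA and TCEP; fluorescence polarization was read after 20 min at r.t.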
AT treatment: qHTS Assay for Identifying a Potential Treatment of Ataxia-Telangiectasia; Potency, µM (top dose mostly 57.5 µM), for inactives: at the top dose activation, most hits filed as activators; 0.19% of 320,000 active; […] A-T fibroblasts, KAP-1 phosphorylation AlphaLISA; neocarzinostatin DNA damage 30 min before lysis; AID 485349, 2010; note: potency is the fitted concentration of half-maximal effect; % of control where 0% means no effect; nearly all actives have a fitted effect of over 45% in size
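hTERT-immortalized A-T patient fibroblasts ([…]), 500 cells/well in OPTI-MEM, 1% FBS, got compounds for 60 min, then NCS for 30 min at 37C. Lysates were then assayed for phospho-KAP-1 by AlphaLISA (anti-pKAP1 donor, anti-KAP1 acceptor beads), 6 hr at 25C.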
TSHR antagonist: Antagonists of the Thyroid Stimulating Hormone Receptor: HTS campaign. Thyrotropin receptor (Homo sapiens), P16473. TSHR-expressing cells, TSH-stimulated cAMP HTRF, 2 h; active compounds read low. activity change, negative = inhibition, % at 11.5 µM. 0.2% of 330,000 active;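 active = activity change below a set negative limit, meaning inhibition stronger than a set level, cut at about -70% in these data; inconclusive = activity change between two set negative limits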; note: % is set by controls: 0 for no effect and ±100 for the full control effect
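Antagonism was scored as loss of TSH-driven cAMP in TSHR cells, stimulated with 4nM TSH (EC80) for 2 hours at 37 deg C and detected by homogeneous HTRF competition immunoassay.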
TCR activator: Activators of T cell receptors: qHTS campaign; primary human leukocytes, anti-CD3, IL-2 HTRF, 48 h; Potency, µM (series often up to 9.22 µM), inactives show top-dose activation of IL-2 secretion, most hits filed as activators; 330,000 tested, under 10 active; AID 504894, 2011; note: % of control where 0% means no effect
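48 hr co-incubation of compounds, a-CD3 beads and primary human leukocytes; IL-2 quantified homogeneously by HTRF with anti-IL-2 K and d2 conjugates.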
ASM inhibitor: Inhibitors of Secretory Acid Sphingomyelinase (S-ASM): qHTS. 0.006% of 340,000 active. Sphingomyelin phosphodiesterase (Homo sapiens), P17405. Potency, µM (highest dose often 57.5 µM), for the others: at the top dose activity change, negative = inhibition, usual class: inhibitors. placental ASM, HMU-PC fluorogenic substrate, 60 min; note: potency is the fitted concentration of half-maximal effect
Target sequence (P17405 47-631 limits assumed): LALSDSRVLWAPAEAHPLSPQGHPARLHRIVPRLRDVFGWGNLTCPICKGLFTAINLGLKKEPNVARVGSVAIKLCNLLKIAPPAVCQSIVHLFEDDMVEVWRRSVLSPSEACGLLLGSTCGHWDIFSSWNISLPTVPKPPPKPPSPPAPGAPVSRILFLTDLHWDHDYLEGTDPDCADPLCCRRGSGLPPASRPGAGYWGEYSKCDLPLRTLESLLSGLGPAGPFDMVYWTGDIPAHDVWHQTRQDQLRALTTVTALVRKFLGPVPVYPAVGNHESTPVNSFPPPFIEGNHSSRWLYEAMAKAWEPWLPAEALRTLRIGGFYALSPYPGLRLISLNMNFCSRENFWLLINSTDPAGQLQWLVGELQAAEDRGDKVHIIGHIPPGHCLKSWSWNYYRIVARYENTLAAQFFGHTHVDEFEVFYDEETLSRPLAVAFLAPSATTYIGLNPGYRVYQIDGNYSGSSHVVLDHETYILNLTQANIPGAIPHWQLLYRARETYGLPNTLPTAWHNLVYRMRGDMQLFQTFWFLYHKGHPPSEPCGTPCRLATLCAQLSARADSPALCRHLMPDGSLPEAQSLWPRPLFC
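Steps: dispense placental human ASM, pin compound, wait 10 min at room temperature, add HMU-PC0 substrate at 9 uM final, incubate 60 min at 37 °C, add stop solution raising pH to 10, read fluorescence.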
Menin-MLL TR inh: qHTS Assay for Inhibitors Targeting the Menin-MLL Interaction in MLL Related Leukemias: Competition With Texas Red Labeled MLL-derived Mutant Peptide; O00255; Menin + Texas Red MLL mutant peptide, fluorescence polarization; Potency, µM (top dose mostly 61.6 µM), for inactives: top-dose FP activity change, negative = inhibition, hits mostly inhibitors; 0.23% of 270,000 active; AID 1768, 2009; active = well fitted inhibition curve with a large enough effect in the polarisation, with a control signal flat, not every such curve was filed as active; inconclusive = small, poorly fitted or top-dose-only effect, or effect the other way, or a change in a side signal; inactive = no such curve, though single readings can be large or run the other way; the % refers to the polarisation; note: potency is the fitted concentration of half-maximal effect; % of control where 0% means no effect; many of its hits are not listed in these tables
Integrin act MD: qHTS for Activators of Integrin-Mediated Alleviation for Muscular Dystrophy; alpha7betagal myoblasts, beta-gal FDG fluorescence, 48 h; Potency, µM (series often up to 38.3 µM), inactives show at the highest dose activation, actives largely listed as activators; 0.064% of 350,000 active; AID 624291, 2012;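 note: potency is the fitted concentration of half-maximal effect; 100% = response of the positive control SU9516; nearly all actives have a fitted effect of over 60% in size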
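Alpha7betagal+/- myoblasts (passage 13) were plated 16-24 hr, then exposed to compounds (1:260 dilution of DMSO stock) for 48 hours at 37C. After MPER lysis, β-galactosidase reporter activity was read as FDG fluorescence (ex 480/em 540) after 30 minutes.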
* = called active by the depositor; u = inconclusive; x = no result given; [ ] = remark or other dose. Unless noted, calls come from the whole dose curve; as a rule, active = well fitted curve in the direction sought with a large enough effect; inconclusive = small, poorly fitted or top-dose-only effect, or another doubt; inactive = no such curve, though single readings can be large; an effect the other way counts as inactive or inconclusive. Not all compounds are listed, so the mix of outcomes need not match the whole.

Structure	MBNL1-CUG inh	CXXC DNA block	Mito fusion act	TSG101-PTAP inh	AT treatment	TSHR antagonist	TCR activator	ASM inhibitor	Menin-MLL TR inh	Integrin act MD
COC(=O)[C@H](Cc1ccccc1)N(Cc1ccccc1)S(=O)(=O)N(Cc1ccccc1)[C@@H](Cc1ccccc1)C(=O)OC	x	x	x	-7%	7%	-6	7%	4%	x	-10%
CCn1c(SC2CCOC2=O)nnc1-c1ccc(Cl)cc1 (stereo not drawn)	-5%	1%	4%	-6%	1%	-8	-6%	6%	-4%	-6%
O=S(=O)(NC1CCCCC1)c1ccc(-c2csnn2)s1	3%	1%	1%	-6%	-1%	-3	1%	-2%	-4%	-11%
N#CCCN1CCN(S(=O)(=O)c2ccc(S(=O)(=O)NCc3ccccc3)cc2)CC1	5%	-6%	0%	-3%	1%	-5	-1%	-3%	10%	-12%
CN(Cc1ccccc1)C(=O)COc1cc(Cl)ccc1Cl	6%	2%	28%	-3%	-10%	-6	-6%	-2%	u	5%
Cc1c(C(=O)N/N=C/c2ccccc2)[nH]c2c([N+](=O)[O-])cccc12	1%	-3%	-1%	3%	-4%	4	5%	-1%	x	-27%
Cc1c(Nc2ccc3nonc3c2[N+](=O)[O-])c(=O)n(-c2ccccc2)n1C	u	-7%	-1%	0%	-4%	0	-6%	0%	4%	-18%
COCCN(C(=O)CCC(=O)Nc1cc(C)on1)C(C(=O)NC1CCCC1)c1ccccc1F (stereo not drawn)	-5%	-3%	3%	-3%	-5%	17	-5%	-4%	10%	4%
COc1ccc(CC(=O)Oc2ccccc2Cl)cc1S(=O)(=O)N1CCOCC1	x	x	-3%	0%	-5%	-6	1%	2%	x	-5%
CC(C(=O)Nc1sc2c(c1C(=O)NCC1CCCO1)CCC2)N1C(=O)c2ccccc2C1=O (stereo not drawn)	u	11%	22%	0%	6%	7	-6%[46.1 µM]	5%	10%	16%
COc1ccc(NC(=O)CN(C)C2=NS(=O)(=O)c3ccccc32)cc1Cl	x	x	x	-6%	-3%	8	-3%	-2%	x	5%
O=C(N/C=C/c1ccco1)Nc1cccc(Cl)c1	0%	13%	4%	-3%	-1%	1	0%	-1%	x	-38%
CC1=Nn2c(nnc2-c2ccc(F)cc2)SC1	-8%	-2%	9%	-2%	8%	-3	4%	-2%	-17%	-13%
COCCNC(=O)c1c(N)n(/N=C/c2ccc(F)cc2)c2nc3ccccc3nc12	x	0%	2%	-6%	3%	-5	-1%	x	x	-25%
CN(C)c1ccc(C=c2c3ccccc3n3c2c2ccccc2[n+]3C)cc1	x	x	x	-3%	x	x	105%	92%	x	-52%[inhibitor]
Cc1cc(=O)oc(C)c1C(=O)Nc1cccc2ccccc12	12%	8%	-2%	-1%	0%	0	0%	-1%	0%	-11%
CC(=O)Nc1ccc(NC(=O)CN(C)CC(=O)Nc2ccccc2Br)cc1	2%	1%	-3%	-5%	-3%	-4	2%	5%	-11%	3%
O=S(=O)(c1ccccc1)c1nc(-c2ccco2)oc1NCCCN1CCOCC1	-3%	-1%	0%	-8%	-8%	7	1%	3%	u	5%
Cn1c(SCC(=O)Nc2ccccc2F)nnc1-c1cccnc1	-1%	3%	-4%	0%	-6%	7	11%	1%	7%	-6%
COc1ccc(-n2c(-c3ccc(Br)cc3)c[n+]3c2SC(C)C3)cc1 (stereo not drawn)	-3%	5%	10%	-9%	-4%	-1	-2%	-3%	-26%	-53%[inhibitor]
COC(=O)[C@]12C(=O)NC[C@H](CN1c1ccc(Cl)c(C)c1)N2C	x	x	x	x	1%	6	2%	4%	x	34%
Cn1c(SCC(=O)c2ccc3c(c2)OCO3)nnc1-c1ccccn1	-5%	-6%	-7%	-3%	x	x	-1%	4%	-22%	14%
O=C(Nc1nnc(Cc2ccccc2)s1)Nc1ccccc1F	3%	18%	0%	0%	5%	13	2%	-1%	u	6%
COc1ccccc1C(=O)NC(CCSC)C(=O)OC(C)C(=O)NC1CC1 (stereo not drawn)	x	x	4%	-2%	2%	-2	3%	x	x	2%
S=C1CCC(c2ccc(Cl)cc2)=NN1c1ccccc1	24%	-4%	-2%	-6%	2%	2	4%	-11%	x	-2%
Cc1onc(-c2ccccc2)c1C(=O)N/N=C/c1ccc([N+](=O)[O-])s1	u	5%	11µM*	-1%	6%	-6	-1%[46.1 µM]	-6%	u	-44%[inhibitor]
Oc1ccc(N=Cc2ccc(O)c(O)c2)cc1	u	-22%	1%	-2%	-4%	4	2%[46.1 µM]	-2%	u	-31%
Cc1ccccc1-c1nc(CS(=O)CC(=O)NCCCN(C)c2ccccc2)c(C)o1 (stereo not drawn)	11%	-5%	-1%	-5%	3%	-1	-1%	0%	-16%	-28%[7.66 µM]
O=C(CCCOc1ccccc1)Nc1ccc2c(c1)OCCO2	u	-3%	-3%	-9%	-1%	3	0%	2%	9%	26%
CCN1/C(=C2\OC(=S)N(C)C2=O)C=Cc2ccccc21	9%	-9%	6%	u	-4%	14	4%	-2%	-11%	-4%
COc1ccc(Cc2nc(C)cc(Cl)n2)cc1[N+](=O)[O-]	19%	6%	1%	-1%	1%	-1	x	-1%	-9%	-8%
CCOc1cc(S(=O)(=O)N2CCN(S(=O)(=O)CC)CC2)c(OCC)cc1-n1cnnn1	0%	5%	-9%	-1%	5%	-8	2%	0%	2%	29%
Cc1cccc(N2C(=O)C3C4CC(C(Br)C4Br)C3C2=O)n1 (stereo not drawn)	-9%	3%	-8%	-3%	-8%	3	1%	4%	10%	42%
COc1ccc(CNC(=O)CCSCc2ccccc2C)cc1	0%	15%	22%	-1%	-2%	-3	-2%	2%	0%	4%
Cc1ccc(NC(=O)c2ccc3c(=O)n4c(nc3c2)CCC4)cc1S(=O)(=O)N(C)C	x	x	-8%	-5%	-9%	-13	4%	11%	x	6%
COc1ccc(NC(=O)C2CC2)cc1NS(=O)(=O)c1ccc(F)cc1	-5%	15%	-4%	-2%	4%	-12	2%	1%	-1%	1%
CC(C)NC(=O)COc1coc(CN2CCN(Cc3ccccc3)CC2)cc1=O	7%	-1%	2%	-6%	14%	7	-8%	-2%	x	-4%
Cc1nc(C)c(C(=O)C2=C(O)C(=O)N(CCN3CCOCC3)C2c2cccnc2)s1 (stereo not drawn)	6%	-9%	1%	0%	-4%	12	-3%	1%	-16%	-10%
CN(C)CCN[C@H]1CCC2C3CC=C4C[C@@H](O)CC[C@]4(C)C3CC[C@@]21C (stereo partly drawn)	x	x	x	-1%	15%	18	10%	1%	x	-54%[inhibitor]
Cc1ccc(N2C(=O)CCC2(C(N)=O)c2ccccc2)cc1 (stereo not drawn)	-8%	-1%	-4%	3%	4%	0	1%	-1%	-11%	-24%
CCOC(=O)N1CCN(C(=O)COC(=O)c2ccc(S(=O)(=O)N(CC)CC)cc2)CC1	x	x	-5%	-2%	-12%	2	0%	-4%	x	-3%
COc1cc(OC)cc(C(=O)N[C@H](C(=O)Nc2ccc3c(c2)OCO3)C(C)C)c1	2%	4%	-2%	1%	0%	-1	-14%	1%	14%	8%
CCCCSCCCNC(=O)Nc1cccc(OC)c1	-4%	-4%	4%	2%	x	-4	4%	2%	2%	-7%
O=C(COc1ccc(S(=O)(=O)N2CCOCC2)cc1Cl)NC1CC1	3%	-10%	3%	-1%	-8%	8	-3%	4%	13%	0%
CCOC(=O)Cc1ncccc1C(=O)Nc1ccc(OC(F)(F)F)cc1	u	11%	10%	1%	1%	0	1%	-2%	-5%	0%
O=C(NC(=S)Nc1ccc(S(=O)(=O)Nc2nccs2)cc1)c1ccccc1	x	1%	-4%	0%	-11%	-1	3%	-6%	u	5%
COc1cc(OC)c2c(-c3ccccc3)cc(=O)oc2c1C(CCN1CCCC(C)C1)c1ccc(N(C)C)cc1 (stereo not drawn)	8%	2%	-44%[inhibitor]	-5%	16%	4	-3%	-7%	x	-41%
